Screening data from PubChem BioAssay.
PPC-1+TRAIL kill: compounds killing PPC-1 cancer cells with TRAIL present (potentiator screen, no TRAIL-free arm); PPC-1 cells + TRAIL, ATPLite viability luminescence; hit rate 0.41% among 220,000; cell killing (% activity), % at 4 µM;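 active means cell killing above 50% in the first pass at 4 µM, then a duplicate retest at 5 µM averaging 50% or more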;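 further: plate controls were cells with TRAIL plus DMSO for no effect and medium-only wells lacking cells for full effect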
EP2 mod: EP2 receptor (human) modulation; P43116; EP2-expressing cells, cAMP HTRF FRET, PGE2 co-stimulation; induction, % at 25 µM; hit rate 0.83% among 260,000; AID 940;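 active means compounds whose cAMP rise, as percent of the full-agonist control response, exceeds 60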;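 further: rat C6 glioma line stably carrying human EP2 under a CMV promoter; the protocol text gives 20 µM as final concentration; 100% = response of wells given 1 µM PGE2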
Target sequence (P43116 whole entry, looked up): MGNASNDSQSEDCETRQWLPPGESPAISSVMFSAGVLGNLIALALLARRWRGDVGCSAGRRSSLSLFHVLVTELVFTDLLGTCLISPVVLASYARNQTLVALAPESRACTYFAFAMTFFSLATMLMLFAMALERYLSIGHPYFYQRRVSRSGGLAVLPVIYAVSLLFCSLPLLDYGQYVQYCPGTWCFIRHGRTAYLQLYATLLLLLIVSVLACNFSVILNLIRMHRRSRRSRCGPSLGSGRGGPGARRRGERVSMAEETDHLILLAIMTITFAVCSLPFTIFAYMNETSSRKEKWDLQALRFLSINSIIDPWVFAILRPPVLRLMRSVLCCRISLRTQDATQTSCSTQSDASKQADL
zfTRPN1 agonist: activates the zebrafish TRPN1 channel; HEK293 zebrafish TRPN1-YFP, Fluo-8 calcium fluorescence; 100% = response to 87 µM carbachol; activation, % at 3 µM; hit rate 0.18% among 220,000; AID 1424;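 active means activation above its plate's cutoff, the mean activation of test wells on that plate plus 3 SD, cut at about 19% in these data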;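 further: 0% = DMSO alone and 100% = 87 µM carbachol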
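Material: zebrafish TRPN1-YFP in HEK293 cells; Doses: single test compound dose, 3 µM nominal, 0.3% DMSO; Timing: dye loading 1 h at 37 °C, then 30 min room temperature; Technique: intracellular calcium fluorescence with Fluo-8; Benchmarks: high carbachol 87 µM, low DMSO alone.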
14-3-3 Bad PPI: disrupts binding of bovine 14-3-3 zeta to phospho-Bad peptide; P63103; TR-FRET 14-3-3zeta/Dy647-pBad peptide displacement, 1 h; inhibition, % at 21.7 µM; hit rate 0.71% among 220,000; AID 781;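 active means inhibition above about 70%, limit read from the data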;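 further: 0% = full 14-3-3 plus peptide FRET controls and 100% = background without 14-3-3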
Target sequence (P63103 whole entry, looked up): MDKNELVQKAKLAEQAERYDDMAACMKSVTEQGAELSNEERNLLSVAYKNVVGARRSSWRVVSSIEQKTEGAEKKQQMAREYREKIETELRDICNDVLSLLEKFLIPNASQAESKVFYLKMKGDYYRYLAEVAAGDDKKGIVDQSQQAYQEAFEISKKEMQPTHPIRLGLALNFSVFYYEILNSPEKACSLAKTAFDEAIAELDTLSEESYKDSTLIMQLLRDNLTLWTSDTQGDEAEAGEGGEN
NPY Y1 blocker: blocks the human neuropeptide Y Y1 receptor; hit rate 1% among 200,000; AID 1040; P25929; HEK293-CNG Y1 cells, membrane potential fluorescence; NPY at EC95, then isoproterenol; inhibition, % at 3.6 µM;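 active means inhibition above the campaign mean inhibition of all tested compounds plus 3 SD, cut at about 20% in these data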;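 further: 0% = DMSO wells given NPY plus isoproterenol and 100% = isoproterenol alone without NPY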
Target sequence (P25929 whole entry, looked up): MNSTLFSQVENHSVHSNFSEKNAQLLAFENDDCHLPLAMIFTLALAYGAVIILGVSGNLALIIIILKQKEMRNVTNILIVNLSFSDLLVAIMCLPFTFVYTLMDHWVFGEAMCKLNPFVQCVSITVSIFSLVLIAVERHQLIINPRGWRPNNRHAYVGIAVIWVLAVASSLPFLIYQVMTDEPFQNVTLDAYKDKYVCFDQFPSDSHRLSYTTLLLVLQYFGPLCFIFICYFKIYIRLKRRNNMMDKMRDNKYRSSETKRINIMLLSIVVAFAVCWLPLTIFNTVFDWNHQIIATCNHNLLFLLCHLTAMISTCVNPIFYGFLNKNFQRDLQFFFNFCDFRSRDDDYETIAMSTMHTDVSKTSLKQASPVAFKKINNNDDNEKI
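Test system – HEK293 Y1/CNG channel cell line · Also added – NPY agonist 25 nM, then isoproterenol 1 µM plus Ro 20-1724 25 µM · Compound dosing – one concentration, 3.6 µM, in 0.4% DMSO · Schedule – compound incubation 1 h at room temperature, readout 45 min post-stimulation · Technique – fluorescence, membrane potential probe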
TRPML3 ag: agonists of human TRPML3 channel. HEK293 TRPML3-YFP, Fluo-8 calcium fluorescence; 100% = the carbachol control signal. activation, % at 3 µM. hit rate 0.29% among 220,000. AID 1448;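 active means activation above its plate's cutoff, the mean activation of the plate's test wells plus 3 SD, cut at about 12% in these data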;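 further: 0% = DMSO only wells and 100% = carbachol wells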
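Material: HEK293 cells stably carrying human TRPML3-YFP; compound dosing: single dose, 3 µM final nominal compound, 0.3% DMSO final; incubation: 1-h 37 °C dye load, 5-s basal, 120-s post-compound reads; technique: Fluo-8 intracellular calcium fluorescence, excitation 470-495 nm, emission 515-575 nm; read-out basis: percent activation from peak-to-basal fluorescence ratio, scaled between DMSO and carbachol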
CHOP inh: blocks CHOP induction under ER stress; CHO-K1 CHOP-promoter luciferase, tunicamycin-induced, 15-18 h; inhibition, % at 10 µM; hit rate 3.8% among 220,000; AID 2732;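 active means compounds that reduced the stress-induced luciferase reporter signal by more than about 70% of percent inhibition, limit read from the data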;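 further: 0% = tunicamycin plus vehicle and 100% = wells without tunicamycin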
EP2 antag: inhibitors of human EP2 prostaglandin E2 receptor. C6 glioma cells expressing human EP2, cAMP TR-FRET; cells stimulated with saturating PGE2. hit rate 0.52% among 260,000. inhibition, % at 25 µM. P43116;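 active means percent inhibition above 40 after rounding to a whole number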;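 further: rat C6 glioma host cells with rolipram phosphodiesterase inhibitor present; the protocol text gives 20 µM as final concentration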
NPY-Y1 PAM-ag: potentiates or activates human NPY-Y1 receptor; P25929; NPY-Y1 expressing cells, potentiator/agonist activation; activation, % at 3.6 µM; hit rate 0.37% among 220,000; AID 1304; in the data active means activation above about 33%, passing the limit was not always enough;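 further: cells stimulated with NPY at EC10 then isoproterenol at EC100; 0% = low agonist plus stimulus and 100% = saturating agonist plus stimulus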
The depositor's hits bear a star; . = not tested or not shown; [ ] = another dose, or the depositor's remark. The list is partial. The share of hits here may be higher or lower than overall.

SMILES	PPC-1+TRAIL kill	EP2 mod	zfTRPN1 agonist	14-3-3 Bad PPI	NPY Y1 blocker	TRPML3 ag	CHOP inh	EP2 antag	NPY-Y1 PAM-ag
CSc1nc(NCc2ccccc2)c2c3c(sc2n1)CN(C)CC3	-1.3	-4.2	-0.2	-8.8	14.3	0.6	4.2	4.5	-19.8
Cc1cccc(NS(=O)(=O)c2cccs2)n1	15.8	4.1	0.4	-1.5	4.6	0.2	14.0	8.5	-3.4
Cc1ccc(C)c(C(=O)COC(=O)c2cc([N+](=O)[O-])ccc2NCCO)c1	13.6	-2.0	0.5	6.4	4.9	-0.2	24.9	5.8	-9.6
COCCOc1cc(Nc2nnc(C(F)(F)F)s2)c(Cl)cc1Cl	24.1	-8.9	1.1	0.9	2.5	1.3	76.7*	11.0	-29.4
CC(C)CC(=O)Nc1ccc(C(=O)Cn2c(=O)oc3ccccc32)cc1	32.2	6.0	3.9	5.9	9.2	1.0	11.4	10.5	5.7
O=C(COC(=O)c1n[nH]c2ccccc12)NC(=O)NCc1ccco1	3.5	-8.5	3.1	-2.8	0.0	1.6	31.8	18.4	28.2
CCCCOC(=O)Cn1c(=N)n(CCC)c2ccccc21	11.8	0.1	-0.7	-4.9	39.6*	-0.1	23.4	13.1	0.9
C#CC(C)(CC)NC(=O)c1cc(OC)c(OC)c(OC)c1 (configuration not stated)	25.0	-27.0	1.0	5.6	2.8	-0.2	-19.1	.	-4.0
COc1ccccc1C(=O)Nc1nc(-c2ccc(S(=O)(=O)N3CCOCC3)cc2)cs1	38.8	-53.1	4.4	-102.9[fluorescence artefact?]	8.2	3.4	92.4*	5.3	-110.1
O=C(C1CCN(S(=O)(=O)c2cnc[nH]2)CC1)N(CCc1ccccc1)Cc1ccccc1	-6.5	23.1	-0.8	-5.7	3.4	-0.2	-0.9	7.5	-16.7
C/C(=N\Nc1ccc(Cl)c(C(=O)O)c1)c1ccc[nH]1	-5.2	-21.8	0.7	3.4	.	1.1	-3.7	4.3	4.9
COc1ccc(NC(=O)c2csc(Cc3ccc(Cl)cc3)n2)cc1	20.5	-46.7	2.5	-15.3	-0.7	2.1	14.7	4.2	-24.2
CCn1c(C)csc1=NC(=O)c1ccccc1O	10.5	-4.1	1.7	-10.7	-1.2	0.9	12.0	1.8	18.7
CCOc1ccc(C(=O)NNC2CC(=O)N(CCc3ccccc3)C2=O)cc1OC (configuration not stated)	16.2	-64.8	0.2	-7.6	0.9	0.1	29.3	8.5	17.0
COc1ccccc1C(O)(c1ccccc1)C(CN1CCOCC1)c1ccccc1 (configuration not stated)	28.7	25.0	-0.6	-3.4	7.5	0.3	1.7	3.5	-2.7
CC1=NN(C(=O)c2ccccc2Cl)C(O)(c2cccnc2)C1 (configuration not stated)	2.3	-25.1	-0.6	-3.3	-0.5	0.2	-0.5	3.5	14.8
Nc1nc(CSc2nc3ccccc3[nH]2)nc(N2CCOCC2)n1	18.4	-18.4	-0.2	16.4[fluorescence artefact?]	1.4	0.6	6.4	14.7	2.4
O=c1c(-c2cnn(-c3ccccc3)c2)coc2cc(O)ccc12	21.1	-40.2	4.0	45.7	0.2	0.7	4.5	10.4	-9.4
COc1ccc(CNCCCO)cc1OC	-13.9	15.5	-0.1	-13.6	2.4	0.3	2.9	22.0	-3.0
CC(=O)Nc1ccc(S(=O)(=O)CCC#N)cc1	21.1	6.8	0.5	9.3	3.6	0.5	13.6	3.1	-15.1
CCc1ccc(NC(=O)N2CCN(c3ccccc3)CC2)cc1	-3.7	6.9	0.2	-8.2	-0.9	0.2	41.6	6.0	13.0
Cc1ccc2nc(NC(=O)C3CCN(S(=O)(=O)c4cccnc4)CC3)sc2c1	33.6	-23.1	4.9	7.2	-7.1	3.6	46.0	14.6	21.2
Cc1ccc(Cn2ccc(NC(=O)c3cc(-c4ccco4)on3)n2)cc1	14.0	-4.4	-1.7	2.0	-3.3	-0.3	16.9	4.5	8.6
O=C(NCCCN1CCOCC1)c1cc(-c2cccs2)on1	-1.5	20.4	0.4	4.9	7.3	0.9	26.5	7.0	-6.8
CCOc1cc2[nH]c(=S)n(CCC(=O)N3CCc4ccccc4C3)c(=O)c2cc1OCC	6.1	-6.3	1.0	-8.8[fluorescence artefact?]	-0.6	0.8	50.2	7.7	12.5
Cc1nc2ccc(S(=O)(=O)NCC(=O)NCCN3CCCCCC3)cc2s1	5.5	9.2	-0.4	40.9[fluorescence artefact?]	4.5	0.7	-1.6	17.3	6.2
Cc1cc(S(=O)(=O)N(Cc2ccc(C(C)C)cc2)CC2CCCO2)ccc1-n1cnnn1 (configuration not stated)	18.4	19.3	-1.0	-6.1	1.7	0.0	54.6	11.2	-8.1
Cc1ccc(O)c(NC(=O)c2cccc(NC(=O)c3ccco3)c2)c1	13.4	-1.3	1.2	6.0	1.6	0.6	27.0	27.8	-21.7
CCN(CC)S(=O)(=O)c1cccc(C(=O)OCc2cc(=O)n3nc(C)sc3n2)c1	-12.3	28.7	2.1	-7.4[fluorescence artefact?]	-0.2	1.3	4.3	7.2	11.8
O=C(COC(=O)c1cc(S(=O)(=O)N2CCCCC2)ccc1N1CCOCC1)NC1CCS(=O)(=O)C1 (configuration not stated)	1.8	12.5	0.8	-3.9	0.3	0.7	-3.5	13.5	-12.0
CCc1ccc(-c2nc(CCl)cs2)cc1	-7.3	-1.9	-1.3	2.5[fluorescence artefact?]	1.9	0.2	-38.0	9.4	19.2
O=C(N/N=C/c1ccncc1)c1cccc(NC(=O)c2ccccc2Cl)c1	4.4	-42.5	2.4	-2.9	-3.0	0.8	31.0	8.1	-16.6
O=C(CSc1ncn[nH]1)N1N=C2/C(=C/c3ccco3)CCCC2C1c1ccco1 (configuration not stated)	-9.1	54.3	-1.4	-3.9[fluorescence artefact?]	4.1	0.0	41.0	8.2	3.9
CCCSc1nc(C)cc(=O)[nH]1	-4.1	13.2	-1.1	3.7	6.7	0.1	3.4	6.6	-8.2
Nc1nnc(SCC(=O)OCC(=O)NC23CC4CC(CC(C4)C2)C3)s1	8.1	4.2	0.7	-11.4	5.8	0.7	12.5	5.1	3.5
Cc1cc(OCC(=O)N(C)C)c2c(-c3ccccc3)cc(=O)oc2c1	4.7	-5.2	3.8	5.6	-0.8	1.1	8.7	19.6	6.8
O=C1c2ccccc2NC(c2ccc(O)cc2)N1/N=C/c1ccc(O)cc1 (configuration not stated)	26.1	-11.7	-0.3	-4.6[fluorescence artefact?]	-4.7	1.0	5.5	11.6	-2.7
CCc1ccc(Nc2ccc(C(N)=O)cc2[N+](=O)[O-])cc1	30.1	-84.0	-0.6	-25.7[fluorescence artefact?]	-0.5	-0.1	-42.1	6.2	-18.3
Cc1ccc(N2C(=O)CC(Sc3ccccc3C(=O)O)C2=O)c([N+](=O)[O-])c1 (configuration not stated)	-4.0	2.6	0.7	-2.8	1.8	1.1	4.0	3.3	-1.2
O=C(Nc1cccnc1)c1ccc(N2CCCC2)c([N+](=O)[O-])c1	0.6	-15.8	3.3	1.4	-2.4	0.8	-6.2	0.6	-3.4
Cc1oc(-c2ccccc2Cl)nc1CN(C)C(C)c1ccon1 (configuration not stated)	.	-4.0	-1.0	-11.2	2.0	-0.6	-2.6	11.2	-11.2
COc1cc2c(C(=O)NCc3ccccn3)cn(CC(C)C)c(=O)c2cc1OC	10.6	-7.8	-0.4	-1.5	-1.4	0.8	-16.7	18.6	16.7
COc1cc(/C=C2\SC(=S)N(NS(=O)(=O)c3ccccc3)C2=O)cc(OC)c1OC	19.4	14.9	-1.5	0.7	.	-0.2	17.2	11.0	-9.6
CCN(CC(=O)NCc1cccs1)C(=O)CCc1c[nH]c2ccccc12	18.8	-31.0	0.9	-4.0	-4.1	0.1	-1.7	2.0	-10.1
CN(C)S(=O)(=O)c1ccc(NC(=O)/C=C/c2ccccc2Cl)cc1	7.2	1.3	-0.3	-0.7	-1.9	0.1	11.0	10.7	-0.1
CC(=O)C1=C(C)Nc2ncnn2C1c1ccccc1Cl (configuration not stated)	15.5	7.2	1.5	12.5[fluorescence artefact?]	2.8	0.1	5.8	6.4	-18.4
C=CCNC(=S)N(Cc1ccccc1)Cc1ccccc1	-0.6	60.7*	-3.0	-9.4	0.1	0.1	28.2	4.5	2.2
Cc1ccccc1Nc1nc(N)nc(-c2oc3ccccc3c2C)n1	-0.3	-9.4	0.3	-13.7	.	0.5	25.9	17.2	13.4
CN1CCC(=O)N([C@H](CSc2ccc(Br)cc2)c2ccccc2)CC1	4.0	7.1	.	1.1	.	.	-1.4	8.1	.
COc1ccc2cc(S(=O)(=O)N3CCOCC3)ccc2c1	24.2	-23.9	0.5	1.7[fluorescence artefact?]	1.6	0.3	0.9	11.2	-6.7
CC(=O)Nc1cccc(NC(=O)c2ccco2)c1	8.8	-9.5	0.2	-0.6	0.5	1.1	-3.6	11.5	9.9
Clc1ccccc1Cc1noc(CN2CCCCC2CCc2ccccn2)n1 (configuration not stated)	18.4	-4.3	-2.0	-13.2	0.0	0.2	-15.6	3.6	0.8
COC(=O)N/N=C/c1cn(Cc2ccccc2Cl)c2ccccc12	8.7	-14.5	-1.6	-11.8	-2.5	0.5	63.4	17.6	19.0
CC(C(=O)O)n1nnc2ccccc21 (configuration not stated)	-0.6	25.4	-1.6	1.1	.	-0.4	3.4	10.1	23.8
COc1cc2cc(CN(Cc3cccs3)C(=S)Nc3ccccc3)c(=O)[nH]c2cc1OC	9.5	33.5	0.0	-1.4	-3.4	0.9	15.3	11.6	38.4
CCCc1nc2ccccc2[nH]1	11.7	2.0	-0.5	-3.0[fluorescence artefact?]	3.2	0.2	-16.7	12.4	2.1
CCC(c1nnnn1Cc1ccco1)N(Cc1cc2cc(C)cc(C)c2[nH]c1=O)CC1CCCO1 (configuration not stated)	8.7	82.4*	-0.4	-8.6	19.3	2.2	-46.8	12.6	-9.6
CCc1ccc(OCC(=O)Nc2ccc(-c3nc4ccccc4o3)c(O)c2)cc1	6.2	4.1	2.0	36.6[fluorescence artefact?]	-7.1	0.6	45.2	12.3	-4.8
COc1ccc([N+](=O)[O-])cc1NC(=O)CSc1nccc(C)n1	-3.6	4.5	-0.1	-16.1[fluorescence artefact?]	-4.8	-0.1	33.2	3.9	-18.7
